Tat export inh: E. coli Tat transport inhibition | E. coli MC4100 TorA-mCherry Tat export, fluorescence | inhibition, % at 10 µM | 340,000 compounds, 0.036% hits;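 active = mean replicate inhibition at least 50% and at least half of replicates individually reaching 50%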;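 also: exported cargo escapes ClpAP degradation while cytoplasmic cargo is degraded and loses fluorescence; 0% = median of neutral control wells and 100% = median of NaSCN control wells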
phage Ecoli inh: E. coli growth loss with phage present; 360,000 compounds, 0.26% hits; inhibition, % at 11.9 µM; growth absorbance; AID 651602; in the data active = inhibition above about 11%
SUMO Mot1 rescue: blocks SUMOylation pathway, rescuing yeast Mot1-301 growth. S. cerevisiae Mot1-301 growth rescue, ATP luminescence, 38.5C; percent above DMSO median, 100 means doubled. growth rescue, % at 18.8 µM. AID 2716. 320,000 compounds, 1% hits;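 active = every valid replicate shows activation above 250% relative to neutral control wells; inactive = the rest, any valid replicate at or below 250%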;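 also: OY570 slx delta 5 strain wells were the positive control but not used for scaling; some compounds called inactive have numbers as strong as hits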
PKA-R2B act: PKA-R2B complex activation; P22694+P31323; PKA-R2B holoenzyme dissociation, Cy5-IP20 fluorescence polarization; R2B truncated from residue 108, S112A mutant; 0% DMSO only, 100% 113 µM cGMP; activation, % at 11.4 µM; 340,000 compounds, 0.079% hits; AID 504700;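 active = activation above a cutoff set at the mean over all compounds plus 3 SD, cut at about 18% in these data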;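 also: higher means more holoenzyme dissociation and a rise in polarization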
Target sequence (P31323 whole entry, looked up, other chains not shown, the tested form may be a part): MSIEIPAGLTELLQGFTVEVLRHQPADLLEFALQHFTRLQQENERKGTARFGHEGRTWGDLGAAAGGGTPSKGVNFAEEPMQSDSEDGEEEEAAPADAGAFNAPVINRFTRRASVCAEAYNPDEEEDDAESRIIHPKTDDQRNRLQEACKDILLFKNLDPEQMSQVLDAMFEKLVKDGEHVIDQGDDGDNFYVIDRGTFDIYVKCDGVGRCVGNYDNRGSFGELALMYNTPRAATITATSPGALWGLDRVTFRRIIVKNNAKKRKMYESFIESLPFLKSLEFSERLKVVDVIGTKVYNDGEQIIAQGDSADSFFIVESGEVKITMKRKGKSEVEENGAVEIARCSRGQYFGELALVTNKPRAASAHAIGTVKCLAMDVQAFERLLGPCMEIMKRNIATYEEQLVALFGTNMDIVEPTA
DAGLB inh: blocks human DAGLB lipase activity. HEK293T DAGLB membrane lysate, EnzChek fluorogenic substrate. 340,000 compounds, 0.059% hits. Q8NCG7. AID 504411. inhibition, % at 5.17 µM; in the data active = inhibition above about 34%;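 also: 0% = enzyme with vehicle and 100% = wells lacking enzyme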
E coli growth: bacterial growth inhibition, counter-screen for AddAB inhibitors | E. coli V3065 growth, OD600 absorbance, 18 h | inhibition, % at 11.9 µM | 330,000 compounds, 0.27% hits | AID 449728;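 active = inhibition above the campaign's mean inhibition across all tested compounds plus 3 SD, cut at about 9.9% in these data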;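 also: uninfected addAB+ strain grown without phage in ampicillin broth; 0% = DMSO wells and 100% = ciprofloxacin 0.95 µg/ml wells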
HTR5A inv ctr: counter-screen for OPRM1-OPRD1 inverse agonists: human HTR5A inverse agonism; AID 504634; inhibition, % at 9.3 µM; P47898; HTR5A cell line, luminescence; 340,000 compounds, 0.083% hits; in the data active = inhibition mostly above about 23%, no sharp cut-off; inactive = mostly below about 18%;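 also: 0% = cells with DMSO and 100% = no-cell wells with DMSO; some compounds called inactive have numbers as strong as hits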
Target sequence (P47898 whole entry, looked up): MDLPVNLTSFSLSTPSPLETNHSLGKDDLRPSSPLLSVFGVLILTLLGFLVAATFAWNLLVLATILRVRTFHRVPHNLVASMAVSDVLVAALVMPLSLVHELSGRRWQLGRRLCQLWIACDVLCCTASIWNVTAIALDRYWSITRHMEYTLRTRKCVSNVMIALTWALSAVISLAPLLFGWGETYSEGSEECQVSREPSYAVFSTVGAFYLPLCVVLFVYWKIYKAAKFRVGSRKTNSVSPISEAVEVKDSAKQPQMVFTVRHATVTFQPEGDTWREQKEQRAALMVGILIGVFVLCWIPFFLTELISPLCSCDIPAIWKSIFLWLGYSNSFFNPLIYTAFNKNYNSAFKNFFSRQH
CDK5 p35 inh: inhibitors of human CDK5/p35 kinase; Q00535+Q15078; Recombinant CDK5/p35, ADP-Glo luminescence, 60 min; inhibition, % at 10 µM; 330,000 compounds, 0.01% hits;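 active = highest replicate inhibition of at least 50% and at least 75% of replicates reaching 50%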;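 also: plate controls were DMSO neutral control for no effect and GW8510 at 10 µM for full effect; many of its hits are not listed in these tables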
AddAB inh: less growth of phage-infected E. coli with AddAB; E. coli expressing H. pylori AddAB, absorbance growth; inhibition, % at 11.9 µM; 330,000 compounds, 0.29% hits; in the data active = inhibition above about 12%;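 also: 0% = vehicle wells of infected cells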
HTR5A ag: counter-screen for OPRM1-OPRD1 agonists: human HTR5A agonism; P47898; HTR5A agonist assay, luminescence, cell-based; activation, % at 9.3 µM; 340,000 compounds, 0.61% hits; AID 504692; in the data active = activation mostly above about 9.5%, no sharp cut-off; inactive = mostly below about 7.6%;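 also: 0% = cells with vehicle only and 100% = reference agonist; strong numbers were not always called active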
PKA-R1A activ: PKA-R1A complex activation. P00514+P68181. PKA-R1A dissociation, Cy5-IP20 fluorescence polarization; scaled: DMSO 0%, 113 µM cGMP 100%. activation, % at 11.4 µM. 340,000 compounds, 0.083% hits. AID 504707;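 active = percent activation above the mean of all tested compounds plus 3 SD, cut at about 19% in these data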;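 also: higher means more PKAc released from R1A so a rise in polarization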
The depositor's hits bear a star; · = not tested or not shown.

nr	mol	Tat export inh	phage Ecoli inh	SUMO Mot1 rescue	PKA-R2B act	DAGLB inh	E coli growth	HTR5A inv ctr	CDK5 p35 inh	AddAB inh	HTR5A ag	PKA-R1A activ
1	Cc1cc(NC(=O)c2ccc3c(c2)OCO3)ccc1NC(=O)c1ccccc1	4	2.4	-20	3	-1	-0.1	-13	0.8	2.2	5	10
2	COc1ccc(N2C(=O)CC(NCc3cccs3)C2=O)cc1 (stereo unspecified)	-10	-0.8	359*	1	-4	0.4	-16	-1.0	1.7	0	0
3	NC(=O)CSc1nnc(NC(=O)C23CC4CC(CC(C4)C2)C3)s1	3	·	-16	2	-1	-2.0	13	-1.2	-1.3	-3	3
4	COc1ccccc1NS(=O)(=O)c1ccc2c(c1)NC(=O)C(C)S2 (stereo unspecified)	-9	1.9	8	2	2	-1.7	-5	0.5	-0.8	0	-5
5	O=C(NC(=S)Nc1ccccc1N1CCCCC1)c1ccc(F)cc1	8	2.0	32	1	-20	-0.2	-4	0.6	2.3	-1	7
6	CN(CCCNC(=O)c1cccc(N2CCCC2=O)c1)c1ccccc1	-14	1.6	-4	-3	1	1.4	-8	-1.2	-2.1	3	4
7	CCc1cccc2c(C(=O)CSc3nncn3-c3ccccc3OC)c[nH]c12	-4	5.6	-4	1	-2	2.5	-14	1.0	3.5	3	-3
8	CC(=O)N/N=C/c1cc(C)n(-c2ccc(Br)cc2)c1C	0	3.2	-12	-13	-2	-0.1	3	·	0.6	3	3
9	Cc1cc(C)c(NC(=O)C2=COCCO2)c(C)c1	8	2.1	6	2	2	1.5	-1	-1.0	-0.3	-3	-3
10	O=C(NCCS(=O)(=O)N1CCN(c2ccc(F)cc2)CC1)C12CC3CC(CC(C3)C1)C2	0	0.7	264	-5	-4	1.1	-2	0.1	1.2	1	-7
11	O=C(COc1cccnc1[N+](=O)[O-])NC1CCS(=O)(=O)C1 (stereo unspecified)	0	-0.1	4	6	1	3.6	13	-2.5	3.0	-1	-5
12	Cc1c(C(=O)N2CCCCC2)sc(NC(=O)C23CC4CC(CC(C4)C2)C3)c1C#N	-3	3.4	2	-5	0	-0.3	-24	1.8	3.9	3	15
13	CCCCNC(=S)N/N=C1\CCCCc2ccccc21	2	2.6	6	-8	-10	-1.1	3	0.4	2.7	-5	-12
14	Cc1csc(NC(=O)CCNS(=O)(=O)c2ccc3c(c2)c(=O)n(C)c(=O)n3C)n1	0	2.9	7	3	-3	-0.7	5	0.5	1.3	-1	0
15	CCOC(=O)c1sc(C)c2c1NC(c1ccc(Cl)cc1)NC2=O (stereo unspecified)	0	2.7	14	-11	-3	0.7	-15	-0.4	4.9	6	-11
16	COC(=O)CCCC1=CC2=C(c3ccccc3)C(=O)C(C)(OC(=O)C3CCCC3)C(=O)C2=CN1C(CO)CO (stereo unspecified)	-11	0.9	-5	-5	1	-0.8	-14	0.3	3.2	4	-12
17	Cc1ccccc1-c1noc(CCC(=O)NC2CCCCC2)n1	-7	1.0	-1	-6	-3	0.3	10	-0.2	2.2	5	2
18	CCN1CCN(C(=O)/C(C#N)=C/c2ccc(OC(F)F)cc2)CC1	-1	1.7	·	-2	1	-0.4	6	-3.4	-1.5	-3	6
19	O=C(NCC(=O)N1CCCCC1)c1sc2ccccc2c1Cl	-4	1.1	60	-4	0	0.7	-10	-3.4	3.4	4	7
20	COc1ccc(C2CC(c3cccs3)=NN2C(=O)COC(=O)c2cc3ccccc3cc2O)cc1OC (stereo unspecified)	-3	3.1	-10	6	0	0.3	-27	1.3	0.3	-5	5
21	COc1ccc(Cc2nnc(NC(=O)c3ccccc3C)s2)cc1	2	-0.2	-12	12	0	-0.2	-14	11	3.5	4	2
22	CC(C)Oc1cc(O)c2c(=O)c(-c3ccc(O)cc3)coc2c1	6	3.4	-13	-1	-4	-0.5	-4	0.3	3.6	2	5
23	Cc1ccc(CNC(=O)C(=O)NCC2CCCN2S(=O)(=O)c2cccs2)cc1 (stereo unspecified)	-3	0.5	0	-2	2	0.3	11	-0.7	2.0	-4	-13
24	Cc1ccccc1-c1cc2nc(-c3ccc([N+](=O)[O-])cc3)cc(=O)n2[nH]1	0	2.9	5	-4	6	-0.7	-20	-2.6	1.8	7	-11
25	COCCNC(=O)NC(=O)COC(=O)C12CC3CC(CC(NC(C)=O)(C3)C1)C2	5	0.5	11	-4	1	-0.5	7	-0.4	1.2	-3	-4
26	COc1cc(Cn2nnc3ccccc32)cc(Br)c1O	-2	2.6	14	7	0	0.8	-13	-1.2	2.4	4	-7
27	COc1ccccc1N1CCN(C(=O)/C=C/c2cccs2)CC1	-1	3.9	-3	-8	4	2.6	10	-1.6	2.0	-1	1
28	CCOC(=O)Cn1c(C)[n+](C)c2cc(Cl)c(Cl)cc21	2	2.6	6	-2	-5	1.9	36	-6.6	2.8	-4	3
29	Cc1cc(NC(=O)Cc2ccccc2[N+](=O)[O-])no1	8	1.1	75	-3	2	0.5	5	-0.8	0.6	-1	-5
30	Cc1c(NC(=O)C2CC=CCC2C(=O)O)c(=O)n(-c2ccccc2)n1C (stereo unspecified)	5	3.0	-13	-3	0	2.8	-3	-1.3	-1.2	-2	4
31	Cc1ccc(-n2c(SCc3cn4ccsc4n3)nc3ccccc3c2=O)cc1	18	2.2	·	6	-2	3.0	-6	0.5	3.0	2	-11
32	Cc1ccc(-c2nnn(CC(=O)N(c3ccccc3)C(C(=O)NCC3CCCO3)c3ccc(F)cc3)n2)o1 (stereo unspecified)	-3	3.8	4	9	0	-0.8	-2	1.6	-0.7	1	-1
33	Cc1ccc(CC(=S)N2CCOCC2)cc1	4	4.8	17	-6	0	0.2	9	0.5	5.0	-3	2
34	Cc1ccc(C(CC(=O)N2CCOCC2)c2ccco2)cc1 (stereo unspecified)	-5	-0.8	-14	12	3	1.3	12	-1.4	-0.9	1	-10
35	Cc1ccc(SC2CCN(C(=O)C3CCC(=O)N(C4CC4)C3)CC2)cc1 (stereo unspecified)	10	3.5	-15	-11	-3	0.4	4	2.1	3.2	-2	-11
36	CCOc1cc(OCC)cc(C(=O)NCCCN2CCOCC2)c1	-11	1.9	15	-4	1	-0.5	0	-0.8	-1.0	0	-8
37	COc1cc(C2NC(=O)NC(C)=C2C(=O)OCC2CCCO2)ccc1O (stereo unspecified)	-5	0.2	148	3	2	1.1	23	-0.6	0.9	-3	6
38	Cc1cc(NC(=O)COC(=O)CSc2nc3cc(Cl)ccc3n2Cc2ccccc2)no1	-3	0.8	20	-4	-3	-2.0	0	-1.1	1.2	-7	-8
39	COCCn1c(Cc2ccccc2)nnc1SC(C)C(=O)NC1CC1 (stereo unspecified)	-5	2.5	4	4	-2	-0.9	25	-0.7	-1.3	-10	-13
40	COc1ccc(CN(CC(=O)NCc2ccco2)C(=O)CNS(=O)(=O)c2ccc(C)cc2)cc1	6	-1.2	-16	-5	4	-0.3	-6	1.4	1.8	2	-7
41	COc1ccc2oc(-c3ccc(NC(=O)c4ccc(N5CCOCC5)c([N+](=O)[O-])c4)cc3)nc2c1	-2	-0.2	18	-10	1	2.2	21	1.6	2.4	1	-1
42	CCc1cc2c(SCC(=O)NC3CC3)ncnc2s1	-4	-0.1	3	-6	0	-1.7	3	-1.9	-1.4	-1	-5
43	O=S(=O)(N1CCCCC1)N1CCNCC1	-4	0.7	-20	-1	1	0.8	-13	0.3	2.1	-1	-6
44	Cc1cc(C)nc(N/N=C/c2cccc(Cl)c2)n1	25	4.0	10	-5	-2	-0.6	2	-0.9	-0.4	2	-8
45	O=C(Nc1cccc(F)c1)C1CCN(C(=O)Cc2ccccc2)CC1	14	3.1	14	-2	-3	0.9	5	-0.8	0.7	-2	-7
46	Cc1ccc(NC(=O)Cc2ccsc2)cc1S(=O)(=O)N1CCOCC1	-1	1.8	-21	3	-2	1.7	-12	1.0	0.4	3	-10
47	CCOc1ccccc1C1C2=C(COC2=O)Nc2cc3c(cc21)OCO3 (stereo unspecified)	-8	3.6	-5	-8	-3	-3.3	-6	1.9	-1.5	2	-3
48	COc1ccc(N2CC(C(=O)Nc3nnc(SCC(=O)c4ccccc4)s3)CC2=O)cc1 (stereo unspecified)	-5	1.4	88	-4	2	-1.0	-33	2.0	2.7	12	-12
49	COc1ccc(-c2nnc(SCC(=O)c3ccc(C)o3)o2)cc1	-3	2.4	·	-11	-2	·	-6	-0.7	·	11	3
50	CCO[C@@H]1OC(C(=O)Nc2ccccc2)=C[C@H](C2CC2)[C@H]1CCCO	-1	3.1	-11	-11	-1	-0.7	11	-0.5	1.0	8	1
51	CC(=O)C1=C(C)Nc2ncnn2C1c1cccc(O)c1 (stereo unspecified)	-2	2.5	336*	-16	5	-0.3	-15	-0.7	0.5	4	-13
52	CCCC(c1nnnn1CCOC)N1CCN(C(=O)c2ccco2)CC1 (stereo unspecified)	-5	2.4	-3	-1	0	-0.5	-7	-1.5	1.8	3	0
53	CCC(C)NC(=O)c1cc2c(=O)n(CC)c3ccccc3c2s1 (stereo unspecified)	1	1.8	5	6	-4	-0.9	2	0.6	0.2	0	7
54	CCc1ccc(C(=O)Cn2ccsc2=N)cc1	2	1.3	9	0	-2	1.4	-14	5.2	1.1	4	2
55	CCOC(=O)C(CC(=O)c1ccccc1)CC(=O)c1ccccc1	3	0.1	-13	1	-4	·	4	-0.4	·	-1	5
56	NC(=O)c1ccsc1NC(=O)CS(=O)(=O)c1ccccc1	7	0.7	33	2	-1	1.1	-9	-0.1	0.4	3	8
57	CC1=Nc2ccccc2N=C(NC(=O)CN2CCN(c3ccc(F)cc3)CC2)C1c1ccccc1 (stereo unspecified)	-4	2.1	-9	·	·	1.5	·	0.6	-0.2	·	·
58	Nc1nnc(SCc2ccc(F)cc2Cl)s1	17	·	2	1	-2	1.8	1	-0.7	0.3	3	-7
59	O=C(C1=C[C@@H](c2ccc3c(c2)OCO3)C[C@@H](OCCCCO)O1)N1CCOCC1	1	0.0	-7	-4	2	-1.5	21	0.0	1.4	-8	-9
60	Cc1nc(C(=O)NC2CCOCC2)sc1C1(C)CC(c2ccccc2)=NO1 (stereo unspecified)	1	0.5	-3	3	1	0.2	8	-1.8	1.9	-3	-5
61	CCN(C(=O)COC(=O)c1c(C)noc1C)C1CCS(=O)(=O)C1 (stereo unspecified)	-5	3.6	-10	1	-1	-0.1	-4	3.0	2.1	1	2
62	C#CCCC/C(=C\C(=O)N(C)[C@H](C(=O)N(C)[C@H](C(=O)N(C)[C@H](C(=O)N(C)[C@H](C(N)=O)C(C)C)C(C)C)C(C)C)C(C)C)OC	10	-1.0	·	-7	-3	-1.1	10	1.9	2.7	-3	-5
63	O=C1O/C(=C\C(=O)N2CCOCC2)c2ccccc21	-12	-0.1	-4	-3	-3	0.0	-15	1.1	3.3	5	1

Rows were taken by chance. Share with any hit: about 2.3%.
